# TGFb SMAD3 inh: inhibitors of TGF-b signaling. HepG2 CAGA-GFP TGF-b/SMAD3 reporter, GFP fluorescence, 18 h; TGF-beta stimulated, 500 pg/mL final. Potency, µM (doses to about 46.1 µM), for the others: top-dose activity, negative = inhibition, actives largely listed as inhibitors. 1.2% of 410,000 active. AID 588855; note: potency is the fitted concentration of half-maximal effect; % is set by controls: 0 for no effect and ±100 for the full control effect; nearly all actives have a fitted effect of over 65% in size
#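 TGF-beta reporter screen: HEPG2 CAGA-GFP, 1% FBS, 500 pg/mL TGF-beta final, 18 h; per-cell GFP summed per well; curves fitted and categorized by class.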
# A549 tox: A549 cytotoxicity, counter-screen for Nrf2 inhibitors | A549 ARE-Fluc cells, CellTiter-Fluor viability, 18-24 h | Potency, µM (titrated, usually from 46 µM), inactives show top-dose activity change, negative = cytotoxicity, hits mostly inhibitors | 0.16% of 390,000 active | AID 504648; note: potency is the fitted concentration of half-maximal effect; % is set by controls: 0 for no effect and ±100 for the full control effect
#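 Cytotoxicity counterscreen: CellTiter-Fluor fluorescence was measured in A549 ARE_Fluc cells after 18-24 h of compound exposure in a concentration series. The subsequent BugLite luminescent read reports ARE-luciferase activity.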
# Mm-Cpn inhibitor: M. maripaludis TRiC chaperonin inhibition; purified Mm-Cpn ATPase, ADP Transcreener TR-FRET; Potency, µM (series often up to 76.9 µM), without a hit: at the top dose activity, negative = inhibition, most hits filed as inhibitors; 0.031% of 330,000 active; note: potency is the fitted concentration of half-maximal effect; % is set by controls: 0 for no effect and ±100 for the full control effect; nearly all actives have a fitted effect of over 80% in size
#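 Measured: ADP formation by purified Mm-CPN. Conditions: 25 nM protein, 10 uM ATP, Tris pH 7.4 with Mg2+, K+ and DTT, 37°C for 30 min. Detection: Transcreener HTRF after 30 min at room temperature.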
# Nrf2 block: Nrf2 pathway inhibition. A549 ARE-Fluc reporter, luciferase luminescence, 18-24 h. 2.1% of 360,000 active. AID 504444. Potency, µM (highest dose often 46 µM), for inactives: top-dose activity change, negative = inhibition, hits mostly inhibitors; note: potency is the fitted concentration of half-maximal effect; % is set by controls: 0 for no effect and ±100 for the full control effect; nearly all actives have a fitted effect of over 60% in size
#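 A549 ARE_Fluc cells (5000/well, 5% FBS OPTI-MEM) pre-incubated 2 h, then treated with compounds 18-24 h at 37C/5% CO2 in concentration-response. CellTiter-Fluor viability read first; BugLite luciferase luminescence after 15 min at room temperature gives Nrf2 activity.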
# EPAC2 ag: EPAC2 (human) agonism. Q8WZA2. EPAC2 activation, biochemical qHTS; response scale: 100% = 6.5 mM cAMP response. Potency, µM (highest dose often 154 µM), without a hit: at the highest dose activation, usual class: activators. 0.079% of 360,000 active. AID 720711; note: potency is the fitted concentration of half-maximal effect; nearly all actives have a fitted effect of over 50% in size
# Target sequence (Q8WZA2 whole entry, looked up): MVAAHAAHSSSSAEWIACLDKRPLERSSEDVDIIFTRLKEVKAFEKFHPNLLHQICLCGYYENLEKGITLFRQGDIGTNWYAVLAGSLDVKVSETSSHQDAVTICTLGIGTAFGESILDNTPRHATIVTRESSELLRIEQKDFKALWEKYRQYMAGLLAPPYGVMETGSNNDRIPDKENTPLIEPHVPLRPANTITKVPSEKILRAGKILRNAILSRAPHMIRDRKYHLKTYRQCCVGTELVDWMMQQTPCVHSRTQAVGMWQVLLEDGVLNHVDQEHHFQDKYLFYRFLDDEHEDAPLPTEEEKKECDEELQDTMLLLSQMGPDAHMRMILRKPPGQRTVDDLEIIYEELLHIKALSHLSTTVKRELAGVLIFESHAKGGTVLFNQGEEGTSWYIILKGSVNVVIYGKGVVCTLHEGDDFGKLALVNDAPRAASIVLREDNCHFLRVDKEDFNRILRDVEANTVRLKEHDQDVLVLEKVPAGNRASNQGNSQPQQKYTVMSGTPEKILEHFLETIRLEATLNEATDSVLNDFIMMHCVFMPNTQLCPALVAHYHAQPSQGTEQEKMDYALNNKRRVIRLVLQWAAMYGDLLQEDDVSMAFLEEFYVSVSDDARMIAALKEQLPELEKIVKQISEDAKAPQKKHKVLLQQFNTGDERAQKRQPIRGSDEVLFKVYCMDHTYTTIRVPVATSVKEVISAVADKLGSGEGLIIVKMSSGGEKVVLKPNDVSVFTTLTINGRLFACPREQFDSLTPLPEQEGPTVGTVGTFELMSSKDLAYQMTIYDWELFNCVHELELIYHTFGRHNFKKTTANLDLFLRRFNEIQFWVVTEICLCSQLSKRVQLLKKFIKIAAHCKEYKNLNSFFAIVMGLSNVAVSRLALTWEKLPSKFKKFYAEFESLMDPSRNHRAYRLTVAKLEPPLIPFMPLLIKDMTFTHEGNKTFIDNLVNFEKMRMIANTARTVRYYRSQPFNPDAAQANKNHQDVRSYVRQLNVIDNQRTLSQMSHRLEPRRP
#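 Readout is BODIPY fluorescence (480 nm excitation, 540 nm emission), which falls as labeled GDP is exchanged off Rap1B. EPAC2 at 100 nM acted on 250 nM RAP1B-BODIPY-GDP with 50 uM GDP present.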
# pAkt inh: inhibitors of Akt phosphorylation; 0.32% of 360,000 active; activity change, % for hits at 50 µM; Neuro2A IGF-stimulated pAkt S473 HTRF, 20 min; hits give low values; in the data active = activity change below about -80%; inconclusive = mostly about -51% to -80%; note: % is set by controls: 0 for no effect and ±100 for the full control effect
#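 Neuro2A cells (4,500/well, DMEM with 0.5% FBS) were treated with compound at a single 50 µM final concentration, stimulated with 6 nM IGF for 20 min at 37 °C, and lysed. Phospho-Akt Ser473 was read by HTRF as 665/615 ratio ×10^4.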
# CCT chaperon mod: cytosolic chaperonin activity modulation; purified chaperonin ATPase assay, HTRF ADP detection, 30 min; activity change, % (no concentration beside the values), hits read low; 0.3% of 360,000 active; AID 651819; in the data active = activity change below about -30%; note: % is set by controls: 0 for no effect and ±100 for the full control effect
#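 TRiC (40 or 20 nM final, by batch activity) in 30 mM Tris pH 7.4, 100 mM KCl, 5 mM MgCl2, 1 mM DTT was treated with compound at 76 uM single dose, then 10 uM ATP, 30 min at 37 °C. ADP was read by HTRF Transcreener.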
# Nrf2 activator: activators of Nrf2 (ARE) signaling | AREc32 ARE-luciferase reporter (MCF7-derived line), luminescence, 24 h | Potency, µM (top dose mostly 46.1 µM), inactives show at the highest dose activation, actives largely listed as activators | 0.31% of 410,000 active | AID 624171; note: potency is the fitted concentration of half-maximal effect; % of control where 0% means no effect; nearly all actives have a fitted effect of over 65% in size
#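 Steps: seed AREc32_Fluc cells (1000/well, 5% FBS OPTI-MEM); incubate overnight at 37 deg C; add 23 nL compound; incubate 24 hr; add Steady-Glo; hold 30 min RT; read luminescence.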
# EPAC2 antag: antagonists of human EPAC2. Q8WZA2. EPAC2 GEF exchange of Rap1B-BODIPY-GDP, fluorescence. 0.18% of 360,000 active. Potency, µM (titrated, usually from 114 µM), inactives show top-dose activity, negative = inhibition, actives largely listed as inhibitors; note: potency is the fitted concentration of half-maximal effect; % is set by controls: 0 for no effect and ±100 for the full control effect; nearly all actives have a fitted effect of over 45% in size; many of its hits are not listed in these tables
# The depositor's hits bear a star; i = inactive; ? = inconclusive; / = not tested or not shown; [ ] = dose if it differs, or a comment. Unless noted, calls come from the whole dose curve; as a rule, active = well fitted curve in the direction sought with a large enough effect; inconclusive = small, poorly fitted or top-dose-only effect, or another doubt; inactive = no such curve, though single readings can be large; an effect the other way counts as inactive or inconclusive.
SMILES,TGFb SMAD3 inh,A549 tox,Mm-Cpn inhibitor,Nrf2 block,EPAC2 ag,pAkt inh,CCT chaperon mod,Nrf2 activator,EPAC2 antag
COc1ccc(CC(=O)NNS(=O)(=O)c2ccc([N+](=O)[O-])cc2)cc1OC,3%,-4%,1%,-25%,9%,i,-3.5,-0.1%,-3%
COC(=O)c1ccc(OC)c(Cn2c(=O)n(-c3cccc(Cl)c3)c(=O)c3c2c2cc(C)ccc2n3C)c1,7%,0%,/,-25%[9.27 µM],/,/,/,-0.3%,/
CC(=O)c1c(C)oc2ccc(N(C(C)=O)S(=O)(=O)c3ccc(F)cc3C)cc12,2%,-1%,-1%,?,-5%,i,-0.1,-0.6%,-3%
O=C(c1ccc2c(c1)OCO2)N1CCN(S(=O)(=O)c2ccc(Cl)cc2)CC1,-5%,0%,3%,-13%,2%,i,0.9,0.3%,10%
CC(OC(=O)c1ccc(NS(=O)(=O)c2cccs2)cc1)C(=O)N(C)C1CCCCC1 (centres undefined),-18%,-7%,-3%,?,-2%,i,1.5,0.2%,-14%
COc1cc(OC)cc(-c2cc3nc(C)c(CCC(=O)NCc4ccc(Cl)cc4)c(C)n3n2)c1,?,6%,/,10µM*,/,/,/,-3.6%,/
O=C(Nc1ccc(Br)cc1)Nc1cnccn1,?,0%,-3%,22%,5%,i,1.5,15%,1%
CCOC(=O)C1=C(COC(=O)CNC(=O)c2ccc(C)cc2)NC(=O)NC1C (centres undefined),-2%,1%,2%,9%,-2%,i,1.5,-0.8%,4%
CCCCNC(=O)c1cn(CC)c2cc(N3CCN(C)CC3)c(F)cc2c1=O,-3%,-22%,4%,-43%,1%,i,-0.2,-0.1%,7%
Nc1cc(=O)[nH]c(SCC(=O)Nc2ccccc2-c2ccccc2)n1,9%,-4%,3%,29%,1%,i,-0.2,0.2%,3%
Brc1ccc(-c2nnc3sc(CNC4CCCC4)cn23)cc1,-7%,2%,?,7%,14%,i,1.1,-0.3%,10%
CCC12CN3CC(CC)(CN(C1)C3c1cc(Br)ccc1OC)C2=O (centres undefined),-12%,-7%,/,-9%,/,/,/,-0.2%,/
O=C1CCCN2N=C(SCC(=O)Nc3ccccc3C(F)(F)F)SC2=N1,-15%,2%,-1%,13%,-1%,i,-1.4,0.0%,12%
COc1ccccc1NS(=O)(=O)c1cc(C(=O)NCC(c2ccco2)N(C)C)ccc1C (centres undefined),5%,1%,1%,-6%,6%,i,-1.0,4.5%,-5%
O=S(=O)(c1ccccc1)N1CN(Cc2ccc(F)cc2)c2nc3ccccc3nc21,-5%,-1%,1%,-5%,14%,i,0.6,-0.7%,-4%
CCOC(=O)c1c(NC(=O)Cn2cnc3sc(C)c(-c4ccccc4)c3c2=O)sc(C)c1C,1%,3%,-8%,?,6%,i,-2.2,-1.4%,-8%
COc1ccc(-c2nnc(SCc3nnc(-c4ccccc4)o3)n2-c2ccccc2)cc1,6%,0%,0%,?,-8%,i,1.0,-0.9%,10%
CCOC(=O)CN1C(=O)C(=O)N(Cc2c(F)cccc2Cl)C1=O,-22%,1%,0%,2%,2%,i,-2.0,-0.3%,-1%
CCOC(=O)c1[nH]c2ccccc2c1NC(=S)Nc1ccccc1C,1%,5%,-7%,?,2%,i,-2.9,29%,5%
N=c1ccn(Cc2ccc(Cl)cc2)cc1,?,?,3%,/,0%,i,-1.3,0.4%,-6%
Cn1c(CC(=O)Nc2ccccc2F)nnc1SCC(=O)Nc1ccccc1Br,-1%,-3%,1%,-3%,11%,i,-2.4,1.6%,1%
CCCN(CCC)C(=O)/C=C/c1cccc([N+](=O)[O-])c1,-4%,12%,-1%,-8%,7%,i,-0.9,12%,7%
CCOc1cccc(-c2nnc3sc(-c4cccs4)nn23)c1,-11%,0%,1%,?,2%,i,-1.7,-0.7%,-7%[57.1 µM]
CCC(C)[C@H](N)C(=O)NC[C@H]1CC[C@H](C(=O)N[C@@H](Cc2ccccc2)C(=O)O)CC1 (some centres undefined),-4%,3%,-5%,19%,5%,i,0.0,0.2%,-5%
Cc1ccc(-n2c(C)nnc2SCC(=O)N2CCc3ccccc3C2)cc1C,-4%,11%,3%,0%,2%,i,0.9,0.3%,-1%
COc1ccc(-c2csc(NC(=O)c3ccoc3C)n2)cc1,?,-10%,1%,?,5%,i,-1.2,4.7%,-11%
Cc1ccc(SCCNC(=O)c2ccc(C)c([N+](=O)[O-])c2)cc1,8%,1%,0%,20%,3%,i,-0.3,2.5%,-4%
COc1cc(SC)ccc1C(=O)N1CCCCCC1,-8%,2%,0%,3%,8%,i,-2.7,0.2%,0%
c1ccc(N=C2SCCCS2)cc1,-2%,/,/,/,8%,i,-2.0,2.2%,0%
Cc1cc(C(=O)Nc2ccc(Br)cn2)sc1C,0%,-5%,-2%,?,8%,i,1.0,6.1%,-4%

# Four compounds already listed, ordered by the number in TGFb SMAD3 inh, high to low:
SMILES,TGFb SMAD3 inh,Mm-Cpn inhibitor,EPAC2 ag,pAkt inh,CCT chaperon mod,EPAC2 antag
COc1ccc(CC(=O)NNS(=O)(=O)c2ccc([N+](=O)[O-])cc2)cc1OC,3%,1%,9%,i,-3.5,-3%
CCOC(=O)c1[nH]c2ccccc2c1NC(=S)Nc1ccccc1C,1%,-7%,2%,i,-2.9,5%
Cc1ccc(-n2c(C)nnc2SCC(=O)N2CCc3ccccc3C2)cc1C,-4%,3%,2%,i,0.9,-1%
CCOc1cccc(-c2nnc3sc(-c4cccs4)nn23)c1,-11%,1%,2%,i,-1.7,-7%[57.1 µM]

# (continued)
SMILES,TGFb SMAD3 inh,A549 tox,Mm-Cpn inhibitor,Nrf2 block,EPAC2 ag,pAkt inh,CCT chaperon mod,Nrf2 activator,EPAC2 antag
O=C(c1ccco1)N1CCn2cccc2C1c1ccccc1 (centres undefined),-3%,0%,-3%,24%,5%,i,-4.0,2.9%,?
CCC1(CC)CNC(=O)NC1=O,-8%,-1%,/,-4%,-9%,i,0.2,-0.2%,13%
OCC[C@H]1C[C@H](O)[C@@H](O)[C@@]2(Cc3ccccc3CO2)O1,-7%,-1%,3%,?,10%,i,-1.9,-0.4%,14%
CC1(C)CC(=O)C(C(c2cccnc2)C2C(=O)CC(C)(C)CC2=O)C(=O)C1,27%,/,-3%,-7%,7%,i,-2.0,-0.4%,-2%
CC(C)On1c(SC(C)C)nc2ccccc2c1=O,0%,2%,1%,-23%,3%,/,1.2,-0.6%,0%
COc1ccc(CNC(=O)C[C@H]2C(=O)N(Cc3ccc(OC)cc3)C[C@@H]2Cc2ccccc2)cc1,?,-2%,0%,-44%,17%,i,-2.3,3.8%,-10%
Cn1sc(NC(=O)c2ccc(Cl)cc2)nc1=O,4%,0%,1%,1%,-9%,i,-0.3,-0.5%,6%
CCc1ccc2[nH]c3nc(SCc4nnc(-c5ccccc5)o4)nnc3c2c1,6%,-6%,-8%,-5%,1%,i,-1.8,0.1%,0%
CCc1ccc(N(CC)C(=O)c2cn(C)c(=O)c3cc(OC)c(OC)cc23)cc1,13%,-5%,/,-3%[9.27 µM],/,/,/,0.4%,/
CCC(C)NS(=O)(=O)c1ccc(F)c(C(=O)Nc2c(F)cc(F)cc2Br)c1 (centres undefined),2%,-5%,-12%,-20%,2%,i,-1.1,-0.2%,-6%

# Some of the entries so far, with each value named.
compound: COc1ccc(CNC(=O)C[C@H]2C(=O)N(Cc3ccc(OC)cc3)C[C@@H]2Cc2ccccc2)cc1
  TGFb SMAD3 inh = ?; A549 tox = -2%; Mm-Cpn inhibitor = 0%; Nrf2 block = -44%; EPAC2 ag = 17%; pAkt inh = i; CCT chaperon mod = -2.3; Nrf2 activator = 3.8%; EPAC2 antag = -10%
compound: CCc1ccc(N(CC)C(=O)c2cn(C)c(=O)c3cc(OC)c(OC)cc23)cc1
  TGFb SMAD3 inh = 13%; A549 tox = -5%; Mm-Cpn inhibitor = /; Nrf2 block = -3%[9.27 µM]; EPAC2 ag = /; pAkt inh = /; CCT chaperon mod = /; Nrf2 activator = 0.4%; EPAC2 antag = /
compound: CCC1(CC)CNC(=O)NC1=O
  TGFb SMAD3 inh = -8%; A549 tox = -1%; Mm-Cpn inhibitor = /; Nrf2 block = -4%; EPAC2 ag = -9%; pAkt inh = i; CCT chaperon mod = 0.2; Nrf2 activator = -0.2%; EPAC2 antag = 13%

# This is a subset, so the mix of outcomes need not match the whole.
